High-throughput results as filed in PubChem.
Tau fluor counter = counter-screen for tau fibril formation inhibitors; Potency, µM (highest dose often 57.7 µM), for the others: at the top dose activity change, negative = decrease; tau K18 P301L Alexa594 fluorescence, heparin fibrillization; 280,000 compounds, 0.93% hits; note: % is set by controls: 0 for no effect and ±100 for the full control effect; nearly all actives have a fitted effect of over 55% in size
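Human K18 P301L tau (15 uM unlabeled plus 0.24 uM Alexa 594-labeled, final) in 100 mM sodium acetate pH 7 was mixed with compound and 20 uM heparin and incubated 6 hr at 37 C.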
HTT cytoprotect = Huntington cell model cytoprotection by ATP luminescence; Potency, µM (highest dose often 56.4 µM), for inactives: cytoprotection (ATP increase), hits mostly activators; AID 1471; 230,000 compounds, 0.14% hits; PC12 HTT-Q103 induced, cytoprotection, ATP luminescence, 40 h;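 note: % of control where 0% means no effect; nearly all actives have a fitted effect of over 45% in size; toxic huntingtin expression switched on by the ecdysone agonist tebufenozide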
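ATP quantification (ATPlite) reports survival of PC12 cells in which tebufenozide, 100 nM final, switches on Htt exon 1 with 103 glutamines linked to GFP; compounds are titrated.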
Tau fibril ThT = tau fibrillization inhibition (ThT binding); P10636; recombinant tau K18 P301L (four-repeat tau fragment), heparin-induced fibrillization, ThT fluorescence; Potency, µM (series often up to 57.4 µM), inactives show at the top dose activity, negative = inhibition, most hits filed as inhibitors; 270,000 compounds, 2.1% hits; note: % is set by controls: 0 for no effect and ±100 for the full control effect; nearly all actives have a fitted effect of over 55% in size
Target sequence (P10636 561-689 P618L limits assumed): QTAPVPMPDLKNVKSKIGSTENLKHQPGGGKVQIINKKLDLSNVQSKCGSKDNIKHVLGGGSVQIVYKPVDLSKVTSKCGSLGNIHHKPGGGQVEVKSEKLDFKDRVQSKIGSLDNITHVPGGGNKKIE
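Tau K18 P301L fragment (15 uM unlabeled plus 0.24 uM Alexa 594-labeled) in 100 mM sodium acetate pH 7 with compound, fibrillization induced by 20 uM heparin for 6 hr at 37 C. Thioflavin T (30 uM) added, fluorescence read after 1 hr (ex 450, em 510 nm).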
Tau FP inhib = blocks human tau fibril formation measured by polarization. 280,000 compounds, 0.39% hits. Potency, µM (top dose mostly 57.7 µM), without a hit: at the highest dose activity, negative = inhibition, actives largely listed as inhibitors. AID 1468. K18 P301L tau heparin fibrillization, Alexa594 FP, 6 h; note: % is set by controls: 0 for no effect and ±100 for the full control effect; nearly all actives have a fitted effect of over 55% in size
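Steps: dispense K18 P301L tau (15 uM plus 0.24 uM Alexa 594 tracer, final) in pH 7 sodium acetate; add compound; add heparin (20 uM final); incubate 6 hr, 37 C; add ThT (30 uM final); after 1 hr ambient, read FP.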
JMJD2E inh = inhibitors of human JMJD2E histone demethylase | B2RXH2 | JMJD2E catalytic domain, FDH-coupled NADH fluorescence (FDH is formaldehyde dehydrogenase) | Potency, µM (series often up to 57.1 µM), for inactives: at the top dose activity change, negative = inhibition, most hits filed as inhibitors | 230,000 compounds, 1.6% hits; active = well fitted inhibition curve with a large enough effect, not every such curve was filed as active; inconclusive = small, poorly fitted or top-dose-only effect, or another doubt; inactive = no such curve, though single readings can be large or run the other way;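 note: 0% = wells with enzyme and -100% = buffer wells without enzyme; nearly all actives have a fitted effect of over 50% in size; many of its hits are not listed in these tables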
Target sequence (B2RXH2 1-337 limits assumed): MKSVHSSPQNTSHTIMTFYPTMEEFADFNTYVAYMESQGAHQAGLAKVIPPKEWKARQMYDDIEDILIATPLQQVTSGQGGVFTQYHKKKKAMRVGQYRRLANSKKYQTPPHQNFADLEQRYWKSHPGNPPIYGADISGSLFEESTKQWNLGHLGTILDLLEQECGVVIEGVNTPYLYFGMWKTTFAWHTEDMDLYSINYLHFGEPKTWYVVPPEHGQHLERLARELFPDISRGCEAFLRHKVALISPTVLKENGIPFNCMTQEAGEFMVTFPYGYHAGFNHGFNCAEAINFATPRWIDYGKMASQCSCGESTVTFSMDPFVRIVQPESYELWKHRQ
SMN2 splice up = enhancers of SMN2 splice variant expression | HEK293 SMN2-luciferase splicing reporter, luminescence, 30-36 h | Potency, µM (highest dose often 46.1 µM), inactives show at the highest dose activity change, positive = activation, usual class: activators | 210,000 compounds, 2.8% hits; note: % of control where 0% means no effect; nearly all actives have a fitted effect of over 55% in size
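qHTS luciferase splicing reporter: luminescence rises when SMN2 exon 7 is included in transfected HEK293 cells. Compound exposure lasted 30-36 h at 37C, with 4.5 mM final sodium butyrate as control, followed by a ONE-Glo read.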
ALDH1A1 block = ALDH1A1 (human) enzyme inhibition; P00352; Purified ALDH1A1, NADH fluorescence, propionaldehyde substrate; Potency, µM (titrated, usually from 75.3 µM), without a hit: at the highest dose activity, negative = inhibition, hits mostly inhibitors; 220,000 compounds, 7.3% hits; AID 1030; active = well fitted inhibition curve with a large enough effect, not every such curve was filed as active; inconclusive = small, poorly fitted or top-dose-only effect, or another doubt; inactive = no such curve, though single readings can be large or run the other way;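 note: plate controls were no enzyme wells and a reference inhibitor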
Target sequence (P00352 whole entry, looked up): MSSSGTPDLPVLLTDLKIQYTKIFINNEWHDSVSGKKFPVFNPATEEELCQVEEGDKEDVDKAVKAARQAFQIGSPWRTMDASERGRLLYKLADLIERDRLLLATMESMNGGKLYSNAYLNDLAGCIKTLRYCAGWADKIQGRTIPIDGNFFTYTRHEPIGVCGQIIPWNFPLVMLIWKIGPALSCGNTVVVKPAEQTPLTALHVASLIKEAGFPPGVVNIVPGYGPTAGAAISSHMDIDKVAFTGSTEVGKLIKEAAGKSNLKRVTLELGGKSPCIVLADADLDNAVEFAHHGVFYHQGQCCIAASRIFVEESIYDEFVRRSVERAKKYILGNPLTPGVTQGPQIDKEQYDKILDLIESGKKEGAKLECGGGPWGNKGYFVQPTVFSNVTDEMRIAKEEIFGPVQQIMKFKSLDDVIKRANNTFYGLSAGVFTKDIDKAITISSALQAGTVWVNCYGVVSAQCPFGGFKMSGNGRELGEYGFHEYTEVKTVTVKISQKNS
HTT aggregate = reduces HttQ103-GFP aggregates in PC12 cells. PC12 HttQ103-GFP aggregates, Acumen cytometry, 40 h. Potency, µM (top dose mostly 46.1 µM), without a hit: top-dose activity change, negative = inhibition, usual class: inhibitors. 220,000 compounds, 1.1% hits; note: % is set by controls: 0 for no effect and ±100 for the full control effect; nearly all actives have a fitted effect of over 60% in size
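Huntingtin Q103 exon 1–GFP aggregates in induced PC12 cells (100 nM tebufenozide) were quantified by cytometry from lysates, with compounds dosed in titration.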
Active calls of the source: *; [ ] = remark or other dose. Unless noted, calls come from the whole dose curve; as a rule, active = well fitted curve in the direction sought with a large enough effect; inconclusive = small, poorly fitted or top-dose-only effect, or another doubt; inactive = no such curve, though single readings can be large; an effect the other way counts as inactive or inconclusive. Potency is the fitted concentration of half-maximal effect. Some of the compounds tested; count on the stated rates, not on these rows.

How did COc1ccc(-c2onc(C)c2-c2ccc(C(=O)OC(C)C)o2)c(O)c1 do in these assays?
Tau fluor counter: inconclusive; HTT cytoprotect: 8.2%; Tau fibril ThT: inconclusive; Tau FP inhib: inconclusive; JMJD2E inh: inconclusive; SMN2 splice up: -16.1%; ALDH1A1 block: inconclusive; HTT aggregate: -32.3%

Results for NC1=NC(=O)C(CC(=O)Nc2ccc3c(c2)OCO3)S1 (stereo unspecified) ?
Tau fluor counter: 5.9%; HTT cytoprotect: -11.7%; Tau fibril ThT: 7.3%; Tau FP inhib: -0.1%; JMJD2E inh: -3.5%; SMN2 splice up: -28.5%; ALDH1A1 block: -2.3%; HTT aggregate: -0.4%[9.22 µM]

How did CN(CCOC(=O)c1ccc2c(c1)OCCO2)Cc1ccccc1 do in these assays?
Tau fluor counter: -5.3%; HTT cytoprotect: 10.5%; Tau fibril ThT: -7.4%; Tau FP inhib: -0.3%; JMJD2E inh: -0.7%; SMN2 splice up: -5.6%; ALDH1A1 block: 8.4%; HTT aggregate: 7.4%

How did N#Cc1c(NC(=O)CSc2nnc(-c3ccncc3)n2CC2CCCO2)sc2c1CCCC2 (stereo unspecified) do in these assays?
Tau fluor counter: -1.5%; HTT cytoprotect: -14.5%; Tau fibril ThT: -12.9%; Tau FP inhib: 2.8%; JMJD2E inh: 2.3%; SMN2 splice up: -5.0%; ALDH1A1 block: inconclusive; HTT aggregate: 11.8%

How did Cc1ccc([N+](=O)[O-])c(C(=O)N/N=C/c2cccnc2)c1 do in these assays?
Tau fluor counter: 3.6%; HTT cytoprotect: -16.1%[10 µM]; Tau fibril ThT: inconclusive; Tau FP inhib: 2.8%; JMJD2E inh: 7.1%; ALDH1A1 block: inconclusive; HTT aggregate: -0.6%[9.22 µM]

What do the screens show for `CS(=O)(=O)N1CC2CCCN2c2cc(C(F)(F)F)ccc21` (stereo unspecified)?
Tau fluor counter: -25.4%; HTT cytoprotect: -48.6%; Tau fibril ThT: -9.8%; Tau FP inhib: -2.0%; JMJD2E inh: 3.9%; SMN2 splice up: -7.4%; ALDH1A1 block: -5.7%; HTT aggregate: 20.9%[9.22 µM]

Results for Cn1cnnc1Sc1cc(N2CCN(S(=O)(=O)c3ccc(Cl)c(Cl)c3)CC2)ccc1[N+](=O)[O-] ?
Tau fluor counter: inconclusive; HTT cytoprotect: 5.1%[10 µM]; Tau fibril ThT: inconclusive; Tau FP inhib: 0.7%; JMJD2E inh: 5.1%; SMN2 splice up: -35.8%[inhibitor]; ALDH1A1 block: 2.9%; HTT aggregate: -3.5%

How did O=C(Nc1ccc(F)cc1)c1ccccc1CC[N+](=O)[O-] do in these assays?
Tau fluor counter: -12.6%; HTT cytoprotect: 19.7%[10 µM]; Tau fibril ThT: -12.1%; Tau FP inhib: -12.1%; JMJD2E inh: 0.9%; SMN2 splice up: 12.2%; ALDH1A1 block: inconclusive; HTT aggregate: 8.3%

What do the screens show for `COc1cc(OC)c2c(c1)OC(c1ccc(OC)c(OC)c1)C(O)C2=O` (stereo unspecified)?
Tau fluor counter: -15.3%; HTT cytoprotect: 10.0%[10 µM]; Tau fibril ThT: -18.4%; Tau FP inhib: -3.4%; JMJD2E inh: -7.7%; SMN2 splice up: -15.8%; ALDH1A1 block: inconclusive; HTT aggregate: -9.2%

What do the screens show for `CCN1CC(CN(C)Cc2nc(-c3ccco3)oc2C)CC1=O` (stereo unspecified)?
Tau fluor counter: -8.0%; HTT cytoprotect: -11.1%[10 µM]; Tau fibril ThT: -10.2%; Tau FP inhib: -3.7%; JMJD2E inh: -10.8%; ALDH1A1 block: inconclusive; HTT aggregate: -4.9%[9.22 µM]

What do the screens show for `CCN(CC)CCCNC(=O)/C(=C\c1cccn1C)NC(=O)c1cccs1`?
Tau fluor counter: 1.7%; HTT cytoprotect: -2.6%[10 µM]; Tau fibril ThT: 2.2%; Tau FP inhib: -0.7%; JMJD2E inh: -2.0%; SMN2 splice up: 19.4%; ALDH1A1 block: -6.0%; HTT aggregate: 20.3%

What do the screens show for `CCOCCCN1C(=O)c2ccccc2CC1(C)C(=O)NC1CCCCC1` (stereo unspecified)?
Tau fluor counter: -7.9%; Tau fibril ThT: -7.9%; Tau FP inhib: 1.2%; SMN2 splice up: 3.2%

How did Nc1nc2c(s1)C(=O)CC(c1ccccc1)C2 (stereo unspecified) do in these assays?
Tau fluor counter: -12.4%; HTT cytoprotect: -20.7%; Tau fibril ThT: inconclusive; Tau FP inhib: -5.4%; JMJD2E inh: -3.7%; SMN2 splice up: -6.2%; ALDH1A1 block: inconclusive; HTT aggregate: 5.4%

Results for CC1SC(C)C(=O)N(CC(=O)Nc2ccc([N+](=O)[O-])cc2)C1=O (stereo unspecified) ?
Tau fluor counter: -11.8%; HTT cytoprotect: -13.0%; Tau fibril ThT: -6.5%; Tau FP inhib: -0.8%; JMJD2E inh: -1.3%; SMN2 splice up: 8.9%; ALDH1A1 block: 1.6%; HTT aggregate: 2.2%

How did Cn1cc([N+](=O)[O-])c(C(=O)Nc2ccc(-c3nc4ccccc4o3)cc2)n1 do in these assays?
Tau fluor counter: -27.5%; HTT cytoprotect: inconclusive; Tau fibril ThT: inconclusive; Tau FP inhib: 0.3%; JMJD2E inh: -3.3%; HTT aggregate: 6.7%[9.22 µM]

How did O=C(CCl)c1ccc2c(c1)CCN2C(=O)C1CCCCC1 do in these assays?
Tau fluor counter: -3.5%; HTT cytoprotect: -27.8%; Tau fibril ThT: inconclusive; Tau FP inhib: 10.7%; JMJD2E inh: inconclusive; SMN2 splice up: -99.5%[inhibitor]; ALDH1A1 block: inconclusive; HTT aggregate: -12.5%

How did O=C(CN1CCCCC1)Nc1ccc(S(=O)(=O)N2CCOCC2)cc1 do in these assays?
Tau fluor counter: -4.8%; HTT cytoprotect: -12.9%; Tau fibril ThT: -4.5%; Tau FP inhib: -5.0%; JMJD2E inh: 0.3%; SMN2 splice up: -1.6%; ALDH1A1 block: 4.6%; HTT aggregate: 6.2%

Results for CO/N=C(\C(=O)N[C@@H]1C(=O)N2C(C(=O)O)=C(COC(C)=O)CS[C@H]12)c1csc(N)n1 ?
Tau fluor counter: -14.9%; HTT cytoprotect: -43.9%[inhibitor]; Tau fibril ThT: inconclusive; Tau FP inhib: inconclusive; ALDH1A1 block: -6.1%

What do the screens show for `CCNc1nc(NC(C)C)nc(N(n2cnnc2)S(=O)(=O)c2ccc(C)cc2)n1`?
Tau fluor counter: 0.7%; HTT cytoprotect: 7.5%[10 µM]; Tau fibril ThT: -5.7%; Tau FP inhib: 14.1%; JMJD2E inh: 2.2%; SMN2 splice up: -26.0%; ALDH1A1 block: 2.24µM*; HTT aggregate: 8.4%

Results for CS(=O)(=O)c1ccc([C@H](O)[C@H](CO)NC(=O)C(Cl)Cl)cc1 ?
HTT cytoprotect: inconclusive; JMJD2E inh: 3.6%[25.5 µM]; SMN2 splice up: -13.4%[20.6 µM]; ALDH1A1 block: 4.2%[20.9 µM]

Arranged by heavy-atom count (smallest number first): some entries from above
Results for CS(=O)(=O)c1ccc([C@H](O)[C@H](CO)NC(=O)C(Cl)Cl)cc1 ?
HTT cytoprotect: inconclusive; JMJD2E inh: 3.6%[25.5 µM]; SMN2 splice up: -13.4%[20.6 µM]; ALDH1A1 block: 4.2%[20.9 µM]

Results for CC1SC(C)C(=O)N(CC(=O)Nc2ccc([N+](=O)[O-])cc2)C1=O (stereo unspecified) ?
Tau fluor counter: -11.8%; HTT cytoprotect: -13.0%; Tau fibril ThT: -6.5%; Tau FP inhib: -0.8%; JMJD2E inh: -1.3%; SMN2 splice up: 8.9%; ALDH1A1 block: 1.6%; HTT aggregate: 2.2%

What do the screens show for `CCN(CC)CCCNC(=O)/C(=C\c1cccn1C)NC(=O)c1cccs1`?
Tau fluor counter: 1.7%; HTT cytoprotect: -2.6%[10 µM]; Tau fibril ThT: 2.2%; Tau FP inhib: -0.7%; JMJD2E inh: -2.0%; SMN2 splice up: 19.4%; ALDH1A1 block: -6.0%; HTT aggregate: 20.3%

(continued)
Results for CC(=O)Nc1ccc2nc(SCC(=O)N3CCOCC3)sc2c1 ?
Tau fluor counter: -7.2%; HTT cytoprotect: 16.2%; Tau fibril ThT: 1.7%; Tau FP inhib: -7.8%; JMJD2E inh: 0.3%; SMN2 splice up: 2.6%; ALDH1A1 block: 3.9%; HTT aggregate: -17.8%

How did O=C(c1ccccc1F)N1CCN(c2ccccc2F)CC1 do in these assays?
Tau fluor counter: 1.1%; HTT cytoprotect: -4.6%; Tau fibril ThT: -4.4%; Tau FP inhib: 2.0%; JMJD2E inh: 6.0%; SMN2 splice up: -1.7%; ALDH1A1 block: 2.5%; HTT aggregate: -6.8%

How did O=C1c2ccccc2NC(c2ccco2)N1/N=C/c1ccco1 (stereo unspecified) do in these assays?
Tau fluor counter: -6.2%; Tau fibril ThT: -13.8%; Tau FP inhib: -3.8%; JMJD2E inh: inconclusive; SMN2 splice up: inconclusive; ALDH1A1 block: inconclusive

How did CSCC[C@H](NC(=O)OC(C)(C)C)C(=O)N/N=C/c1ccc2nccnc2c1 do in these assays?
Tau fluor counter: -3.8%; HTT cytoprotect: -10.2%[10 µM]; Tau fibril ThT: 7.0%; Tau FP inhib: -11.8%; JMJD2E inh: -28.5%; ALDH1A1 block: -14.2%; HTT aggregate: 2.5%[9.22 µM]

How did COc1ccc(-c2cc(C(=O)Nc3cc(C)on3)no2)cc1OC do in these assays?
Tau fluor counter: -6.8%; HTT cytoprotect: -31.1%[inhibitor]; Tau fibril ThT: -9.2%; Tau FP inhib: -9.9%; JMJD2E inh: inconclusive; SMN2 splice up: 28.9%; ALDH1A1 block: inconclusive; HTT aggregate: -13.6%

How did Cc1cc(C)cc(NC(=S)N2CCC(NC(=O)c3ccccc3C)CC2)c1 do in these assays?
Tau fluor counter: 5.3%; Tau fibril ThT: -0.5%; Tau FP inhib: 5.4%; JMJD2E inh: -0.3%; SMN2 splice up: 8.3%; ALDH1A1 block: -7.3%; HTT aggregate: 35.5%[9.22 µM]

What do the screens show for `Cc1ccccc1-n1c(O)c(/C=N/N2CCCCC2c2cccnc2)c(=O)[nH]c1=O` (stereo unspecified)?
Tau fluor counter: 10.5%; Tau fibril ThT: 6.2%; Tau FP inhib: -8.6%; JMJD2E inh: -0.8%; SMN2 splice up: -2.1%; ALDH1A1 block: 5.0%; HTT aggregate: -29.4%
